PME-1 inh: blocks human protein phosphatase methylesterase 1 | recombinant PME-1, FP-Rh probe fluorescence polarization | 320,000 tested, 0.53% active | Q9Y570 | AID 2130 | inhibition, % at 5.9 µM;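 active means inhibition above the campaign mean of all compounds plus 3 SD, cut at about 26% in these data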;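 further: competitive labeling of PME-1 active site by serine hydrolase directed probe; 0% = PME-1 with DMSO and 100% = wells lacking PME-1 enzyme; inhibitors block probe labeling so polarization falls and inhibition rises; many of its hits are not listed in these tables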
LYPLA1 inh: blocks human lysophospholipase 1, a PME1 counter-screen. AID 2174. 320,000 tested, 0.16% active. recombinant LYPLA1, FP-Rh probe fluorescence polarization. O75608. inhibition, % at 5.9 µM;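 active means inhibition above the mean of all tested compounds plus 3 SD, set per campaign, cut at about 14% in these data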;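 further: inhibitors block serine hydrolase probe labeling of LYPLA1 so polarization falls; 0% = enzyme with DMSO and 100% = wells lacking LYPLA1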
PAFAH2 FP inh: inhibitors of human PAFAH2 | Q99487 | recombinant PAFAH2, FP-rhodamine activity probe, fluorescence polarization | inhibition, % at 3.39 µM | 340,000 tested, 0.99% active | AID 492956;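 active means inhibition above the mean over all tested compounds plus 3 SD, cut at about 30% in these data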;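 further: inhibitors block probe labeling of enzyme so polarization drops; 0% = enzyme with DMSO and 100% = wells lacking PAFAH2 protein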
PAFAH1B3 inh: PAFAH1B3 (human) inhibition. inhibition, % at 3.39 µM. recombinant PAFAH1B3, FP-rhodamine probe, fluorescence polarization. Q15102. 340,000 tested, 0.28% active. AID 492972;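 active means inhibition above the screen-wide average of all tested compounds plus 3 SD, cut at about 25% in these data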;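 further: 0% = enzyme with DMSO only and 100% = wells lacking PAFAH1B3 protein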
PAFAH1B2 FP inh: inhibitors of human PAFAH1B2; P68402; recombinant PAFAH1B2, FP-rhodamine activity probe, fluorescence polarization; inhibition, % at 3.39 µM; 340,000 tested, 1.2% active; AID 492953;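 active means inhibition above the mean of all tested compounds plus 3 SD, cut at about 24% in these data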;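 further: 0% = enzyme with DMSO and 100% = wells lacking PAFAH1B2; many of its hits are not listed in these tables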
Target sequence (P68402 whole entry, looked up): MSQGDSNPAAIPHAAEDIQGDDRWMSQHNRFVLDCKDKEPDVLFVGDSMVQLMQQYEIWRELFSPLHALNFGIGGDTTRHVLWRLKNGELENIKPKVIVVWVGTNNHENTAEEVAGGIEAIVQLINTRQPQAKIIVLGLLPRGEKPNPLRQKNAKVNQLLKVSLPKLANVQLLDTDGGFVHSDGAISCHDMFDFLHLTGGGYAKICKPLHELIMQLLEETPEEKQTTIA
PAD4 FP inh: blocks human protein arginine deiminase 4; Q9UM07; recombinant PAD4, RCA probe fluorescence polarization; inhibition, % at 6.36 µM; 330,000 tested, 0.41% active;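 active means percent inhibition above a cutoff equal to the mean of all tested compounds plus 3 SD, cut at about 15% in these data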;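 further: 0% = PAD4 with RCA probe and DMSO and 100% = probe without PAD4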
pPAFAH FP inh: inhibitors of human plasma PAF acetylhydrolase (pPAFAH). Q13093. recombinant pPAFAH, FP-rhodamine probe fluorescence polarization. inhibition, % at 3.39 µM. 330,000 tested, 1.5% active;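 active means inhibition above the mean inhibition across the screen plus 3 SD, cut at about 25% in these data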;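 further: inhibitors block binding of the rhodamine activity-based probe so polarization drops; 0% = enzyme with DMSO and 100% = wells lacking pPAFAH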
Target sequence (Q13093 whole entry, looked up): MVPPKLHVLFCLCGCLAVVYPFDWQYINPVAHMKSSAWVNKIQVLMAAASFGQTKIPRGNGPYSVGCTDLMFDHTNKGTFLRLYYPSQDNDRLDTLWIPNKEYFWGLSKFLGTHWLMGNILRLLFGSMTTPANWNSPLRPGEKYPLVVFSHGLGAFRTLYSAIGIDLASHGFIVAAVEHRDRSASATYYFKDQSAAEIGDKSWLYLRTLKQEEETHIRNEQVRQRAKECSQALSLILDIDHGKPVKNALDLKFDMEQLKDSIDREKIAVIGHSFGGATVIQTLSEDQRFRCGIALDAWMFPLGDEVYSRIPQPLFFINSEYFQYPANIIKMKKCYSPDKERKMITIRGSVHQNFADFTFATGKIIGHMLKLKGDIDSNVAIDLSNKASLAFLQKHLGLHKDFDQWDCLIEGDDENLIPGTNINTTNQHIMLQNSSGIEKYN
Fam108B counter: counter-screen for RBBP9 inhibitors: inhibitors of mouse Fam108B; recombinant Fam108B, FP-Rh probe fluorescence polarization; inhibition, % at 9.51 µM; 300,000 tested, 0.33% active; AID 1947;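 active means inhibition above the screen mean inhibition plus 3 SD, computed separately per campaign, cut at about 18% in these data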;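 further: inhibitors lower polarization as less probe binds the enzyme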
GSTO1 counter: blocks human GSTO1 in RBBP9 counter-screen; P78417; recombinant GSTO1, activity-based probe fluorescence polarization; inhibition, % at 5.96 µM; 300,000 tested, 1.1% active;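 active means inhibition above the campaign mean inhibition plus 3 SD, cut at about 35% in these data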;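 further: 0% = GSTO1-1 with DMSO and 100% = wells lacking GSTO1-1 enzyme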
Target sequence (P78417 whole entry, looked up): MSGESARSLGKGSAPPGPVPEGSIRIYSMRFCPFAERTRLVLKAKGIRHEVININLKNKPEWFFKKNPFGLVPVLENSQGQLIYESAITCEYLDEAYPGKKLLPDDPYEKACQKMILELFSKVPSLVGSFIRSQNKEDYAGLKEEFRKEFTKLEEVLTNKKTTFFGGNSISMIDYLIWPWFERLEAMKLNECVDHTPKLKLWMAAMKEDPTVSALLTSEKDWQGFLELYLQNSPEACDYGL
* marks the source's active call; other numbers are inactive results; x = not tested or not shown.

Results follow in this order: PME-1 inh	LYPLA1 inh	PAFAH2 FP inh	PAFAH1B3 inh	PAFAH1B2 FP inh	PAD4 FP inh	pPAFAH FP inh	Fam108B counter	GSTO1 counter
- COC(=O)C1=C(c2ccc(OC)c(OC)c2)C[C@@H]2CC[C@H]1N2C(=O)NC1Cc2ccccc2C1
→ 4.1	0.2	6.6	2.5	1.4	1.8	1.5	x	x
- O=c1[nH]c(O)c(N=Nc2cccc(S(=O)(=O)N3CCOCC3)c2)c(=O)[nH]1
→ -1.0	-4.0	-4.5	0.7	4.6	-3.5	3.1	0.4	9.2
- Cc1[nH]c2ccccc2c1CCCNC1CCCCC1
→ -2.2	0.0	-0.4	2.2	0.9	-2.2	4.9	-1.7	-0.3
- CN(C)CCN=Cc1c(O)n(-c2cccc(C(F)(F)F)c2)c(=O)[nH]c1=O
→ -1.7	0.5	-1.7	5.6	4.8	-7.4	-2.4	1.1	-1.8
- C=C1C(O)(c2ccccc2)C2CC[N+]1(C)CC2 (stereo unspecified)
→ 1.6	0.2	-0.5	9.2	-0.1	-0.4	4.7	3.7	3.7
- C[C@]12CC[C@H](O)C[C@H]1CC[C@@H]1C2CC[C@]2(C)[C@@H](C3=CC(=O)OC3)[C@@H](O)C[C@]12O (stereo partly specified)
→ -2.0	1.8	4.7	-1.7	0.9	2.3	-0.1	x	x
- C=CCn1c(O)c(C(C)=NCCc2ccccc2)c(=O)[nH]c1=O
→ 8.7	-1.1	6.5	12.3	-0.1	-0.5	-0.8	-0.2	-3.0
- O=C1NC(=O)C(CCc2ccncc2)(c2ccccc2)C(=O)N1
→ 6.9	-1.9	-16.6	2.7	1.2	2.9	-2.4	0.7	-1.6
- Cc1cc(OCC(=O)O)c2c3c(c(=O)oc2c1)CCCC3
→ 1.8	6.2	1.5	4.6	3.4	-1.6	2.2	2.0	-18.5
- CCC(Oc1cc(Cl)ccc1Cl)C(=O)N1CCC2(CC1)OCCO2 (stereo unspecified)
→ -3.1	2.3	3.5	5.4	-2.5	-7.6	2.2	3.0	3.1
- CN(C=O)CP(=O)(O)CN(C)C=O
→ -0.8	-0.8	7.6	2.5	6.1	1.6	-6.0	4.5	-2.7
- C[N+]12CN3CN(CN(C3)C1)C2
→ -0.4	-0.4	0.8	2.1	-1.0	-2.6	3.1	3.1	5.0
- Cc1cccc(N2C(=O)NC(=O)/C(=C/c3ccc([N+](=O)[O-])o3)C2=O)c1
→ -17.8	-9.9	x	x	x	-2.8	25.8*	11.9	-62.7
- CNC(=O)O/N=C(\N)Cc1csc2ccc(Cl)cc12
→ -3.5	-0.7	7.8	9.9	71.7*	1.7	-4.4	0.0	8.8
- CC1=C2[C@@H]3OC(=O)[C@H](C)C3CC[C@@]2(C)C=CC1=O (stereo partly specified)
→ 5.0	4.5	4.0	-4.6	5.6	-1.4	-1.3	8.3	-6.9

Following part.
Results follow in this order: PME-1 inh	LYPLA1 inh	PAFAH2 FP inh	PAFAH1B3 inh	PAFAH1B2 FP inh	PAD4 FP inh	pPAFAH FP inh	Fam108B counter	GSTO1 counter
- Fc1ccc(C(OCCN2CCN(CCCc3ccccc3)CC2)c2ccc(F)cc2)cc1
→ -4.3	-1.0	4.0	9.9	1.0	-2.8	5.4	0.9	1.1
- O=C(c1cc(Br)ccc1Cl)N1CCC2(CC1)OCCO2
→ 3.0	-1.7	-6.2	1.1	-3.1	-1.9	0.6	-1.4	3.4
- O=C(c1ccc2nc(-c3ccco3)c(-c3ccco3)nc2c1)N1CCC2(CC1)OCCO2
→ -6.3	-4.7	18.4	20.7	14.2	38.1*	61.5*	23.4*	90.3*
- COC(=O)C1=C(c2ccc(F)cc2OCc2ccccc2)C[C@@H]2CC[C@H]1N2C(=O)NCc1ccccc1C(F)(F)F
→ -7.0	-4.7	0.7	0.5	-0.1	3.0	0.2	x	x
- Nc1c(C(=O)NCc2ccco2)c2nc3ccccc3nc2n1Cc1ccccc1
→ 6.3	-3.3	5.3	1.9	-1.8	-4.2	9.1	-2.5	-1.9
- Cc1ccc(C)c(NC(=S)NCCc2cnc[nH]2)c1
→ 3.1	-2.5	-0.7	-3.4	0.6	2.6	3.2	-1.1	3.6
- COCc1cc(OC(=O)N(C)C)nc(-c2ccccc2)n1
→ -3.8	-0.7	x	x	x	2.8	-0.3	1.5	-1.3
- O=C1NS(=O)c2cc([N+](=O)[O-])cc([N+](=O)[O-])c21 (stereo unspecified)
→ 3.7	-2.3	-1.8	2.9	4.7	1.0	4.0	-5.6	15.7
- CCCNC(=O)c1c(N)n(CC2CCCO2)c2nc3ccccc3nc12 (stereo unspecified)
→ 11.7	1.7	-1.3	26.7*	7.8	-19.3	14.1	3.1	35.1*
- C=CCn1c(O)c(C(C)=NC2CCN(Cc3ccccc3)CC2)c(=O)[nH]c1=O
→ 1.6	1.0	x	x	x	0.8	4.9	-2.1	6.0
- O=C(c1cc(S(=O)(=O)N2CCC3(CC2)OCCO3)ccc1F)N1CCC2(CC1)OCCO2
→ -4.5	-3.4	1.4	7.2	5.3	4.8	2.5	1.6	-5.1
- COc1ccc(C(=O)OC2C[C@H]3CC[C@@H](C2)N3O)cc1OC (stereo partly specified)
→ 4.0	1.7	-1.4	3.2	2.0	2.9	6.4	2.8	-0.7
- Cc1ccc(OP(N)(=O)Oc2ccc(C)cc2)cc1
→ 5.0	-2.3	2.6	4.5	3.7	1.7	0.8	2.0	-2.0
- Cc1c(C(=O)C(=O)N2CCC3(CC2)OCCO3)c2ccccc2n1C
→ -4.9	2.4	1.3	1.8	-4.5	-1.4	-3.6	-1.3	12.2
- CCC(C)C(=O)N[C@@H](c1ccccc1)[C@@H](O)C(=O)O[C@H]1C[C@@]2(O)[C@@H](OC(=O)c3ccccc3)C3[C@](C)(C(=O)[C@H](OC(C)=O)C(=C1C)C2(C)C)[C@@H](O)C[C@H]1OC[C@@]31OC(C)=O (stereo partly specified)
→ -1.0	2.1	-0.2	1.6	2.2	-1.2	7.0	-4.4	5.2

Following part
Results follow in this order: PME-1 inh	LYPLA1 inh	PAFAH2 FP inh	PAFAH1B3 inh	PAFAH1B2 FP inh	PAD4 FP inh	pPAFAH FP inh	Fam108B counter	GSTO1 counter
- C=C[C@@H]1C2=CCOC(=O)C2=CO[C@H]1O[C@@H]1O[C@H](CO)[C@@H](O)[C@H](O)[C@H]1O
→ -1.5	-0.2	1.6	8.9	4.7	-2.1	-3.3	x	x
- COc1ccc(Cn2c(N)c(C(=O)NCc3ccco3)c3nc4ccccc4nc32)cc1
→ -10.4	-17.9	-2.6	-5.3	-2.4	-10.1	-3.9	1.6	24.1
- CCCCOc1ccc(CN2CCN(CC)CC2)cc1
→ -4.9	2.1	-11.9	-4.7	-2.7	-4.0	1.8	-4.0	5.0
- COc1ccc(C(O)c2cc(OC)ccc2OP(=O)(N(C)C)N(C)C)cc1 (stereo unspecified)
→ 0.6	0.9	-1.2	4.0	1.7	3.2	-0.9	-0.4	-6.4
- COc1ccc(C2(C#N)CC[N+](C)(C)CC2)cc1
→ 0.2	-0.6	5.4	-0.2	4.8	-2.9	5.5	5.6	-3.5
- CCC(C)NC(=O)c1c(N)n(Cc2ccc3c(c2)OCO3)c2nc3ccccc3nc12 (stereo unspecified)
→ 14.3	0.7	5.3	21.0	6.1	-15.5	9.5	-0.5	52.6*
- Cn1c(O)c(/C=C2\C=Nc3ccccc32)c(=O)n(C)c1=O
→ -3.6	-1.0	-0.3	2.2	-0.8	-1.8	-4.0	7.3	13.7
- COC1=CC2C3Cc4ccc(OC)c(O)c4C2(CCN3C)CC1=O (stereo unspecified)
→ -1.5	1.1	6.0	1.5	1.7	-0.9	-6.0	x	x
- CCc1nc2ccccc2c(=O)n1-c1cccc(OC)c1
→ 5.5	-0.9	0.9	5.0	5.6	0.4	2.6	-2.3	0.9
- CCn1c(O)c(C=NCc2cccs2)c(=O)[nH]c1=O
→ 2.9	-0.4	5.9	10.4	2.6	1.2	2.5	3.3	-0.7
- O=C1NC(=O)C(=Cc2cc3c(cc2[N+](=O)[O-])OCO3)C(=O)N1
→ -0.6	0.3	8.2	10.2	8.2	-6.5	3.0	-0.3	24.7
- CC(=O)c1cn(CC(=O)NCCc2c[nH]c3ccccc23)c2ccccc12
→ 4.6	-1.6	0.5	9.7	5.7	2.8	1.3	-1.0	-2.4
- O=C(c1ccccc1F)c1cn(CC(=O)N2CCOCC2)c2ccccc12
→ -4.8	-1.5	0.2	-5.5	7.5	-2.5	2.2	1.5	-2.3
- CCC(C)n1c(O)c(/C=N/N2CCOCC2)c(=O)[nH]c1=S (stereo unspecified)
→ -3.9	0.4	15.6	4.6	0.2	-7.5	0.6	0.0	-8.0
- O=C1C2CCCN2C(c2ccc(Cl)cc2)N1c1ccccn1 (stereo unspecified)
→ -2.5	0.4	-13.1	-5.6	1.3	-5.6	-2.5	2.1	-1.6

The list goes on:
Results follow in this order: PME-1 inh	LYPLA1 inh	PAFAH2 FP inh	PAFAH1B3 inh	PAFAH1B2 FP inh	PAD4 FP inh	pPAFAH FP inh	Fam108B counter	GSTO1 counter
- O=c1[nH]c(=O)n(CCc2ccc(F)cc2)c(O)c1/C=N/N1CCCCC1
→ 2.7	-1.7	-3.6	-0.7	1.9	-1.7	3.7	4.8	-0.7
- CCCCNC(=O)CN1C(=O)CN=C(c2ccccc2)c2ccccc21
→ -5.9	-1.4	-0.3	2.5	4.1	-0.6	-1.7	1.6	1.1
- N=c1n(CCO)c2ccccc2n1Cc1ccccc1
→ 1.6	-0.2	-3.6	2.1	-3.7	-8.8	2.8	-7.0	2.9
- Cc1noc(C)c1CC(=O)N1CCCC(N2CCN(c3ccccc3F)CC2)C1 (stereo unspecified)
→ 1.3	-2.4	2.6	5.7	5.5	2.4	5.2	-1.1	2.4
- CCn1c(O)c(N=Nc2cccc(S(=O)(=O)N3CCOCC3)c2)c(=O)n(CC)c1=S
→ 8.1	0.2	4.9	2.7	11.0	2.1	0.2	2.5	3.7
- COC(=O)C1=C(c2cc3ccccc3s2)C[C@@H]2CC[C@H]1N2C(=O)NCc1ccco1
→ 2.4	-2.7	2.2	2.1	4.3	2.9	0.5	-3.3	0.5
- C=CCN1C(=O)/C(=C/c2ccc(N3CCOCC3)o2)C(=O)NC1=S
→ -23.0	-16.5	-21.0	-9.6	-3.9	-0.2	-5.3	-26.7	0.3
- O=C(C1CCCO1)N1CCC2(CC1)OCCO2 (stereo unspecified)
→ 1.7	2.0	-2.3	-2.6	0.3	1.6	-8.0	4.4	-4.3
- CC(C)(C)c1cc(OC(=O)Cc2ccccc2)ccc1O
→ -1.7	-0.2	-1.2	0.1	19.8	5.1	6.3	3.8	2.1
- Cc1cc(=O)oc2c(C)c(OCC(=O)N3C[C@H]4C[C@@H](C3)c3cccc(=O)n3C4)ccc12
→ -2.5	-1.5	0.3	-0.1	7.1	4.3	-1.2	1.1	3.1
- CCCOC(=O)c1ccc(-[n+]2c(-c3ccccc3)cc(-c3ccccc3)cc2-c2ccccc2)cc1
→ 3.8	1.3	-1.0	-0.4	1.3	-1.1	4.2	4.9	-1.9
- Cc1c2ccncc2c(C)c2c1[nH]c1ccccc12
→ 4.1	5.7	13.3	19.6	4.3	-1.7	5.3	9.5	10.1
- O=C(CN1CC=C(c2ccccc2)CC1)NC(=O)NCc1ccccc1
→ 6.4	-0.3	5.8	9.4	8.9	-0.9	5.7	-3.9	1.1
- COc1ccc(OC)c(/C=N/OC(=O)Nc2ccc(Cl)cc2)c1
→ -10.6	-6.5	-5.0	6.7	9.1	0.9	-2.2	-4.0	4.2

High-throughput results as filed in PubChem BioAssay.

Not all compounds are listed; rates above refer to the full screens.
